High-throughput results deposited in PubChem by Sanford-Burnham Center for Chemical Genomics.
DNMT1 block: DNMT1 (human) enzyme inhibition. DNMT1 molecular beacon, Hinp1I cleavage, fluorescence. AID 588458. actives 0.83% (n = 360,000). inhibition (reported as % activation of signal), % at 10 µM. P26358; in the data active means inhibition above about 50%
Target sequence (P26358 504-1616 limits assumed): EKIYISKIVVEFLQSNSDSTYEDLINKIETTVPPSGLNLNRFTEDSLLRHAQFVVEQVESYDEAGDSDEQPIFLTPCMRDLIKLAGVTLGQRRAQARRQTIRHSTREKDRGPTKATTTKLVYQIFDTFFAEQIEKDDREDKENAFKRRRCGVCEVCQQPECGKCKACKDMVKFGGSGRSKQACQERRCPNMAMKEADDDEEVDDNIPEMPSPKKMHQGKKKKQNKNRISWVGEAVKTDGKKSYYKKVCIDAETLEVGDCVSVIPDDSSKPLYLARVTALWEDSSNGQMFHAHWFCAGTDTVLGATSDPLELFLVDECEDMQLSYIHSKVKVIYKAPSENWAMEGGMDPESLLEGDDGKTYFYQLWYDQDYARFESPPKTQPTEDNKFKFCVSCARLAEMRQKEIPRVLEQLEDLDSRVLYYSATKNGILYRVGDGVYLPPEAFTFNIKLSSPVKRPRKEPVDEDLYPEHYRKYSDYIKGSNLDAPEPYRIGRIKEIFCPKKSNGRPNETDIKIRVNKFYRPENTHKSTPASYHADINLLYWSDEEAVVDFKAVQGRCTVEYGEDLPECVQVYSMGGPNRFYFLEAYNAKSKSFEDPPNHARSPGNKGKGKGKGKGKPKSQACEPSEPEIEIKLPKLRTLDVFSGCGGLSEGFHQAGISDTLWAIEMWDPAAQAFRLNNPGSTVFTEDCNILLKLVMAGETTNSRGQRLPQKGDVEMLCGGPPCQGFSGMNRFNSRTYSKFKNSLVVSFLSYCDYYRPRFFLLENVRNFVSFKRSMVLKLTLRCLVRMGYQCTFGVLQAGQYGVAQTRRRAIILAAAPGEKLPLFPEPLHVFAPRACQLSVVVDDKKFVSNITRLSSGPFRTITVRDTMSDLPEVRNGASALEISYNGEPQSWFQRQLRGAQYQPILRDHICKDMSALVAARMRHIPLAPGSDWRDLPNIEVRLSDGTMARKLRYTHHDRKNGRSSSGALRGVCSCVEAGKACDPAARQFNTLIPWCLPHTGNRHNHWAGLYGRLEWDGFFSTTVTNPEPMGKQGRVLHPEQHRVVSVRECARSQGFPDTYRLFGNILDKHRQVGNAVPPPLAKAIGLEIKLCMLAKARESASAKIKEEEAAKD
SKN-1 block: inhibitors of C. elegans SKN-1 | actives 0.49% (n = 360,000) | C. elegans VP596 Pgst-4::GFP/RFP ratio, acrylamide-induced, 24 h | inhibition, % at 21.8 µM;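 active means interference check ratio from 0.5 to 1.5 plus GFP to RFP signal ratio inhibition reaching or exceeding a fixed threshold, cut at about 30% in these data, passing the limit was not always enough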; further: some compounds called inactive have numbers as strong as hits
Rpn11 inh: inhibitors of human proteasome Rpn11. calls only at 20 µM. human 26S proteasome, Ub4-pepOG fluorescence polarization; 20S core pre-blocked with epoxomicin. O00487. actives 0.59% (n = 360,000);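 active means inhibition at 20 µM, scaled to each plate's controls, above about 33%, limit read from the data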
NRP1-CendR mod: modulators of CendR peptide binding to human neuropilin-1 | actives 0.85% (n = 360,000) | O14786 | inhibition, % at 25 µM | AID 602438 | FAM-RPARPAR peptide binding to NRP-1, fluorescence polarization;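 active means inhibition or corrected inhibition above about 18%, plus a signal ratio from 0.5 to 1.5, limit read from the data, passing the limit was not always enough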; further: strong numbers were not always called active
LMPTP block: LMPTP (human) inhibition; P24666; recombinant LMPTP-A, OMFP fluorogenic substrate, fluorescence intensity; inhibition, % at 20 µM; actives 0.22% (n = 360,000); AID 651560;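 active means compounds that cut the enzyme signal by at least half of the control window in the single-dose screen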;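 further: plate controls were DMSO wells with enzyme plus substrate for no effect and substrate without enzyme for full effect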
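Test system – LMPTP-A enzyme · Amount – LMPTP-A at 0.625 nM final in the reaction · Buffer or medium – Bis-Tris pH 6.0, DTT, detergent · Reagent – OMFP 400 µM · Doses – single 20 µM dose · Schedule – reaction 50 min, room temperature, dark · Detection – fluorescence intensity of OMFP turnover product · Evaluation – percent inhibition versus substrate-only and uninhibited controls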
STEP inh: blocks human striatal-enriched tyrosine phosphatase | recombinant STEP, OMFP fluorogenic substrate, fluorescence | inhibition, % at 20 µM | actives 0.25% (n = 360,000);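 active means inhibition at 20 µM, scaled per plate between control wells, above about 37%, limit read from the data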;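 further: 0% = DMSO with enzyme and substrate and 100% = substrate only without enzyme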
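Measure: Control-normalized % inhibition with plate pattern correction | Test system: STEP phosphatase, cell-free reaction | Medium: pH 6.0 Bis-Tris with DTT and Tween 20 | Technique: Fluorescence, 480/540 nm | Times: Reaction 20 min, ambient temperature | Doses: Single compound dose of 20 µM, 1% DMSO final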
NadD inh: NadD (S. aureus) enzyme inhibition | purified NadD enzyme, colorimetric absorbance read-out | inhibition, % at 20 µM | actives 0.78% (n = 360,000) | AID 602399; in the data active means inhibition above about 26%; further: some compounds past the cut are filed as inactive
SUMO1 PPI mod: alters human SUMO1 binding to SIM partners; AID 602429; inhibition, % at 20 µM; P63165; actives 0.33% (n = 360,000); SUMO1 binding to a labelled peptide, TR-FRET, 1 h; in the data active means inhibition above about 37%
Scp-1 inhibitor: blocks human Scp-1 phosphatase activity | AID 493091 | inhibition, % at 20 µM | actives 0.88% (n = 340,000) | Recombinant Scp1, phosphopeptide, malachite green phosphate absorbance | Q9GZU7;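 active means inhibition above about 50% at 20 µM, limit read from the data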;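 further: plate controls were DMSO wells with enzyme for no effect and wells lacking enzyme for full effect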
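Material – SCP-1 phosphatase catalytic domain, residues 76-261 · Buffer or medium – Acidic Tris acetate buffer with magnesium and detergent · Also added – Phospho 17-mer peptide substrate · Compound – single 20 µM dose, 1% DMSO · Times – 45 min room-temperature reaction, 5 min colour, 30 min stabiliser · Technique – Phosphate-binding colour reagent, absorbance read at 630 nm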
MT1-MMP act inh: MT1-MMP (human) activation inhibition; P50281; HT1080 RFP-PRO-GFP cells, GFP/RFP ratio fluorescence, overnight; percent of plate control window, DMSO zero; GFP/RFP ratio change, % at 20 µM; actives 0.061% (n = 360,000);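 active means GFP/RFP ratio change of at least 30% with cell ATP level not reduced by more than half and red fluorescence within 50% of control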; further: strong numbers were not always called active
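Test system: HT1080 RFP-PRO-GFP cells; Benchmarks: DMSO and RFP-L50D-GFP cell wells; Timing: cells overnight before dosing, compound overnight, 37 °C, 5% CO2; Compound: one 20 µM compound dose with 1% DMSO; Read-out: GFP/RFP fluorescence ratio.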
* = called active by the depositor; i = inactive; nt = no result given.

SMILES	DNMT1 block	SKN-1 block	Rpn11 inh	NRP1-CendR mod	LMPTP block	STEP inh	NadD inh	SUMO1 PPI mod	Scp-1 inhibitor	MT1-MMP act inh
COc1ccc(N=Nc2cc(-c3ccccc3)ccc2O)cc1	-7	11	i	14	3.8	1	-3	0	-10	2
Cc1ccc(S(=O)(=O)N2CCN(Cc3ccsc3)CC2)cc1	-1	1	i	3	-1.1	-1	7	1	-3	-2
COc1cccc(NC(=O)c2cnsn2)c1	-5	-7	i	-11	-0.4	-4	-5	-1	-11	5
Cc1ccccc1C1c2[nH]c3ccccc3c2C[C@H]2C(=O)N(c3ccccc3C(=O)NCCN3CCOCC3)C(=O)N12 (stereo not given in full)	-8	-3	i	-17	0.0	1	-3	7	-7	-21
Cc1cc(C)c(NC(=S)N2CCC(N(C)CC3CCCO3)CC2)c(C)c1 (stereo not given)	1	3	i	-8	-4.6	86*	-5	2	-6	1
CC(OC(=O)c1n[nH]c2ccccc12)C(=O)NC1CCCCC1C (stereo not given)	2	-13	i	3	1.4	-3	-4	1	-8	3
N#Cc1c(N)sc2c1CCCCCC2	-8	12	i	-4	1.7	3	-4	12	0	1
Cc1ccccc1CN1C(=O)C2(OCCCO2)c2ccccc21	1	16	i	7	0.1	1	1	-1	-10	6
COc1ccc(NC2CCCN(C(=O)CCc3ccncc3)C2)cc1OC (stereo not given)	-3	6	i	12	0.2	1	7	-5	3	7
O=C(Nc1cccc(C(F)(F)F)c1)c1cccnc1N1CCN(c2ccccc2)CC1	2	3	i	4	2.1	2	-3	2	4	11

Record cards, from the list above. Order of values: DNMT1 block | SKN-1 block | Rpn11 inh | NRP1-CendR mod | LMPTP block | STEP inh | NadD inh | SUMO1 PPI mod | Scp-1 inhibitor | MT1-MMP act inh
`Cc1ccc(S(=O)(=O)N2CCN(Cc3ccsc3)CC2)cc1` in the list: -1 | 1 | i | 3 | -1.1 | -1 | 7 | 1 | -3 | -2
`COc1ccc(NC2CCCN(C(=O)CCc3ccncc3)C2)cc1OC` (stereo not given) in the list: -3 | 6 | i | 12 | 0.2 | 1 | 7 | -5 | 3 | 7

Additional records:
SMILES	DNMT1 block	SKN-1 block	Rpn11 inh	NRP1-CendR mod	LMPTP block	STEP inh	NadD inh	SUMO1 PPI mod	Scp-1 inhibitor	MT1-MMP act inh
CCOc1ccc(CC(=O)NCc2ccc3c(c2)cc(C)n3C)cc1	-7	37	i	-11	6.9	-1	2	-6	-7	18
C=C(C)COc1ccc(-c2nc(N)ncc2Oc2ccccc2OC)c(O)c1	-15	-12	i	-4	4.8	1	-5	-3	1	-20
CCCCn1c(SCC(=O)NC2CC2)nnc1-c1ccncc1	0	15	i	-12	-1.5	2	2	3	-5	2
Cc1cc(S(=O)(=O)n2ccnc2)c(Cl)cc1Cl	-3	4	i	-1	-1.7	0	3	4	1	-3
CC(C)Oc1ccc(S(=O)(=O)N2CCOCC2)cc1NC(=O)c1ccc(N2CCCC2=O)cc1	2	-9	i	10	1.0	6	-1	-2	-8	0
CN1C(=O)/C(=C/c2ccc(OCc3ccc(F)cc3)cc2)N(C)C1=S	8	-2	i	-14	-0.4	2	-7	-2	-2	-2
O=C(NCCCN1CCCC1=O)c1cccc(Oc2ccccc2)c1	3	3	i	2	-2.1	1	-1	1	-1	-2
CCOc1ccc(C(C)NC(=O)c2cccs2)cc1OCC (stereo not given)	2	-5	i	-7	-0.5	0	-11	-6	-2	6
CCn1c(=O)c(C(=O)CN2CCN(S(=O)(=O)c3ccc(C)cc3C)CC2)c(N)n(Cc2ccccc2)c1=O	-8	3	i	-13	0.7	-2	21	-3	1	5
COCc1n[nH]c(=S)n1-c1ccccc1	-2	-23	i	12	-0.1	0	-4	6	3	-3
COc1ccc(C(=O)NC(=S)Nc2ccc(CN3CCOCC3)cc2)cc1OC	-2	1	i	1	0.6	4	-5	-2	-3	-2
CCc1ccc(NC(=O)c2cnccn2)cc1	3	-10	i	1	-1.0	-2	5	-2	-5	2
CC12CCC(C(=O)Nc3cc(Cl)ccc3Cl)(C(Br)C1=O)C2(C)C (stereo not given)	8	3	i	0	-0.3	2	-4	9	-5	2
CCOc1ccc(CNC(=O)Cn2c(=O)c3cccn3c3ccccc32)cc1	4	10	i	1	7.8	4	-6	25	1	1
COC(=O)c1cccc(NC(=S)Nc2ccccc2Cl)c1	3	13	i	17	-1.3	2	-1	-1	-18	3
COc1cccc(-c2coc3cc4oc(=O)c(CCC(=O)O)c(C)c4cc23)c1	-2	10	i	0	2.0	2	-3	20	-22	-1
COc1cccc(CN2CCN(Cc3ccc4c(NC(C)=O)cccc4n3)CC2CCO)c1 (stereo not given)	0	16	i	-2	0.1	4	0	0	8	-4
CCCn1nc(NC(=O)c2ccco2)c2cc3ccccc3nc21	11	10	i	-14	0.1	2	2	-17	6	1
O=C(NCCCc1ccccc1)C1CC(=O)N(c2ccc3c(c2)OCCO3)C1 (stereo not given)	-8	13	i	-8	1.5	2	0	2	-2	3
COc1ccc(NC(=O)NC(C)c2ccccc2)cc1 (stereo not given)	4	-1	i	-8	-0.1	5	-3	13	-13	0
CCN(c1ccccc1)c1cc(C)nc2nc(C)nn12	3	-8	i	0	-1.0	-1	-3	0	-4	0
CCC(C)NC(=O)CS(=O)Cc1nc(-c2cccc(C)c2)oc1C (stereo not given)	4	11	i	5	-2.9	0	0	-2	-6	-7
O=C(/C=C/c1cccc(O)c1)c1ccc(N2CCOCC2)cc1	-3	-2	i	-11	-0.2	6	-4	-9	-3	-1
COc1c(S(=O)(=O)Nc2cccnc2)ccc(Cl)c1Cl	-7	-2	i	14	-1.5	-4	-7	6	0	-5
N#Cc1cc(Oc2ccccc2)c(-n2nnc3ccccc32)cc1C#N	18	-2	i	5	-2.5	2	-4	-1	-3	1
CCc1nc(SCC(=O)OC(C)C)c2ccccc2n1	0	1	i	-2	0.0	-2	2	-4	-3	2
COc1ccccc1-n1c(C)cc(SC)c(C(C)=O)c1=S	-2	-12	i	-6	-1.5	-9	3	-2	-9	4
Cc1cc(C(=O)Nc2ncc(C)s2)c2ccccc2n1	0	9	i	2	-0.7	-1	-5	-1	-2	2
Cc1ccc(CNC(=O)C(=O)NCCC2CCCCN2S(=O)(=O)c2ccc(C)cc2)cc1 (stereo not given)	-4	5	i	10	2.8	1	-6	7	-8	4
CCCCCc1ccc(OCCCC[n+]2cccc(C)c2)c(CCCCC)c1	9	0	i	9	-5.4	4	9	2	6	-32

Reformatted with bars between the fields: 11 of the compounds above.
SMILES | DNMT1 block | SKN-1 block | Rpn11 inh | NRP1-CendR mod | LMPTP block | STEP inh | NadD inh | SUMO1 PPI mod | Scp-1 inhibitor | MT1-MMP act inh
CCOc1ccc(CNC(=O)Cn2c(=O)c3cccn3c3ccccc32)cc1 | 4 | 10 | i | 1 | 7.8 | 4 | -6 | 25 | 1 | 1
COC(=O)c1cccc(NC(=S)Nc2ccccc2Cl)c1 | 3 | 13 | i | 17 | -1.3 | 2 | -1 | -1 | -18 | 3
COc1cccc(-c2coc3cc4oc(=O)c(CCC(=O)O)c(C)c4cc23)c1 | -2 | 10 | i | 0 | 2.0 | 2 | -3 | 20 | -22 | -1
COc1cccc(CN2CCN(Cc3ccc4c(NC(C)=O)cccc4n3)CC2CCO)c1 (stereo not given) | 0 | 16 | i | -2 | 0.1 | 4 | 0 | 0 | 8 | -4
CCCn1nc(NC(=O)c2ccco2)c2cc3ccccc3nc21 | 11 | 10 | i | -14 | 0.1 | 2 | 2 | -17 | 6 | 1
O=C(NCCCc1ccccc1)C1CC(=O)N(c2ccc3c(c2)OCCO3)C1 (stereo not given) | -8 | 13 | i | -8 | 1.5 | 2 | 0 | 2 | -2 | 3
COc1ccc(NC(=O)NC(C)c2ccccc2)cc1 (stereo not given) | 4 | -1 | i | -8 | -0.1 | 5 | -3 | 13 | -13 | 0
CCN(c1ccccc1)c1cc(C)nc2nc(C)nn12 | 3 | -8 | i | 0 | -1.0 | -1 | -3 | 0 | -4 | 0
CCC(C)NC(=O)CS(=O)Cc1nc(-c2cccc(C)c2)oc1C (stereo not given) | 4 | 11 | i | 5 | -2.9 | 0 | 0 | -2 | -6 | -7
O=C(/C=C/c1cccc(O)c1)c1ccc(N2CCOCC2)cc1 | -3 | -2 | i | -11 | -0.2 | 6 | -4 | -9 | -3 | -1
COc1c(S(=O)(=O)Nc2cccnc2)ccc(Cl)c1Cl | -7 | -2 | i | 14 | -1.5 | -4 | -7 | 6 | 0 | -5

More results:
SMILES	DNMT1 block	SKN-1 block	Rpn11 inh	NRP1-CendR mod	LMPTP block	STEP inh	NadD inh	SUMO1 PPI mod	Scp-1 inhibitor	MT1-MMP act inh
CCN1C(=O)[C@@H]2Cc3c([nH]c4ccccc34)C(c3cc(OC)c(OC)c(OC)c3)N2C1=S (stereo not given in full)	-1	-14	nt	-24	3.5	-14	1	-2	-8	-84
CC(C)NC(=O)C1(C)CCN1C(=O)c1ccc2c(c1)OCO2 (stereo not given)	2	13	i	-12	1.0	1	3	0	nt	1
CC1(O)C(c2ccccc2)=Nc2ccccc21 (stereo not given)	-1	4	i	3	-1.4	1	4	-8	nt	-1
COC(=O)c1ccc(C(=O)OC)c(NC(=O)CN(c2ccccc2)S(=O)(=O)N(C)C)c1	2	4	i	8	1.0	0	-5	-1	-2	3
COc1ccc2oc(C(=O)OCC(=O)N(C)Cc3ccccc3)c(C)c2c1	1	19	i	-1	0.8	1	-8	-1	-8	0
Cc1ccc(C)n1-c1ccc(C(=O)NCc2cccnc2)cc1	1	5	i	-9	0.9	2	3	5	nt	0
Cc1cccc(-c2nnc(NC(=O)c3ccco3)s2)c1	5	17	i	-6	-0.1	0	-6	3	-10	1
COc1ccc(C(C)C)cc1-c1cccc2nncn12	0	0	i	-9	-0.5	1	3	-4	nt	0
